mcGAS MS inh – inhibitors of Mus musculus cyclic GMP-AMP synthase, initial high-throughput assay, cell-free, RapidFire MS; Q8C6L5; recombinant mouse cGAS, cGAMP by RapidFire MS; inhibition, % at 12.5 µM; 130,000 compounds, 0.18% hits; AID 1259397, 2018;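 active = inhibition of cGAS enzyme activity at or above 60%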;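 also: enzyme stimulated by 45 bp dsDNA with ATP and GTP substrates; cGAMP share of summed cGAMP plus half ATP and half GTP signals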
Target sequence (Q8C6L5 whole entry, looked up): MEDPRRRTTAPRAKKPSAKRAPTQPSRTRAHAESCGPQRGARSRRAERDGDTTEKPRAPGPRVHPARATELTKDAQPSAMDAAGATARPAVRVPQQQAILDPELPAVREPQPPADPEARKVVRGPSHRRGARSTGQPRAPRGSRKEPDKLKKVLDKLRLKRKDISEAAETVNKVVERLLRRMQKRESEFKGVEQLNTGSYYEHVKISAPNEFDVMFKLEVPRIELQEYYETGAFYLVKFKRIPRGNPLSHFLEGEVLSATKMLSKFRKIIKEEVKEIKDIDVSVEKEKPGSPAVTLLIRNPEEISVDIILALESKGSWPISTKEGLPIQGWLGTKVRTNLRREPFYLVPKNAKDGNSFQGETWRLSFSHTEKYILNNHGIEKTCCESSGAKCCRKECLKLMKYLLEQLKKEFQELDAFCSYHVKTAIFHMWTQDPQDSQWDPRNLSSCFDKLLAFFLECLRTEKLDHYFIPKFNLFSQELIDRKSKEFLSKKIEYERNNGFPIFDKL
The depositor's hits bear a star; & = joins results of further samples.

Start of the listing, in advance (3 entries):
mcGAS MS inh	Molecule
0	Cc1ccc(N2CCCC2)c(C(=O)OCc2noc(C)n2)c1
-44	CCOc1ccccc1CC(=O)N1C[C@@H]2[C@@H]3CC[C@@H](C3)[C@@H]2C1
-8	CC(C)c1cc(C2CCN(C(=O)Cn3cnnn3)CC2)[nH]n1

The whole of this part (from the top)
mcGAS MS inh	Molecule
0	Cc1ccc(N2CCCC2)c(C(=O)OCc2noc(C)n2)c1
-44	CCOc1ccccc1CC(=O)N1C[C@@H]2[C@@H]3CC[C@@H](C3)[C@@H]2C1
-8	CC(C)c1cc(C2CCN(C(=O)Cn3cnnn3)CC2)[nH]n1
-16	O=C(CCn1cnnc1)NC1CC(=O)N(Cc2ccccc2C(F)(F)F)C1 (centres undefined)
0	CCOc1ccccc1CN1CCNC(=O)C1CC(=O)N(C)CCc1ccccn1 (centres undefined)
-33	O=C(O)C1(Cc2ccccc2C(F)(F)F)CCN(c2ncccn2)CC1
-7	Cc1noc(C)c1S(=O)(=O)N1CCCC(C(=O)Nc2cccnc2)C1 (centres undefined)
-7	COCCn1c(C)cc(O)c(C(c2ccc(Cl)cc2)N2CCN(C)CC2)c1=O (centres undefined)
-4	CN1C(=O)C2(CCN(c3nc(C(N)=O)cs3)CC2)c2ccccc21
-2	Fc1cccc(-c2cnnc(NCC3(c4ccccc4)CCOCC3)n2)c1
-4	COc1ccccc1CC(=O)NC(C)(C#N)COc1ccc(F)c(F)c1 (centres undefined)
-2	O=C(Cc1cccc2ccccc12)N1CCc2ccccc21
-10	CC(=O)Nc1ccc(Cl)c(C(=O)NCCCc2csc(N)n2)c1
-4	Cc1ccc(-n2nc(C)cc2NS(=O)(=O)c2ccc(Cl)c(C#N)c2)nn1
-20	CCCCc1ncc(-c2nccn2Cc2ccncc2)[nH]1
-10	CCSc1nnc(NC(=O)c2ccc3[nH]c(C)c(C)c3c2)s1
9	O=c1ccn2c(SCc3ccc([N+](=O)[O-])cc3)nnc2[nH]1
-3	N#CC1(C#N)OC(C#N)(C#N)C2SC(I)=CC21 (centres undefined)
-38	CCOC(=O)N1CCC(NC(C)c2ncnn2CC)CC1 (centres undefined)
3	Cc1ccc(NC(=O)C(C)Oc2cccc3c2CCC3=O)c(C)c1 (centres undefined)

Next part
mcGAS MS inh	Molecule
-10	CCOC(=O)c1nn(-c2ccc(C)cc2)c(=O)cc1NCc1ccccc1Cl
4	CN(CC[C@@H](Oc1ccc(-c2ccccc2)cc1)c1ccc(F)cc1)CC(=O)O
6	CCCc1nc(C)cc(-c2cc(N)nc3[nH]ccc23)n1
-7	O=C(Cc1cccs1)NC1CCN(c2ccccc2Cl)C1=O (centres undefined)
5	COc1c[nH]c(C(=O)N2CCCC(C(=O)c3ccc(Cl)cc3C)C2)cc1=O (centres undefined)
-12	CC(C)n1cc(C#N)c(NC(=O)Cc2cc(F)ccc2F)n1
-5	Cc1ccccc1C1CC(N(C(=O)c2ccc(Br)cc2)C2CC2)C1 (centres undefined)
-4	Cc1ccccc1CN1C[C@@H]2C[C@@H](c3cccs3)N3CCC[C@@]23C1=O
-3	Fc1ccc(C2=Nc3ncnn3C(c3cccc(Br)c3)C2)cc1 (centres undefined)
2	Cc1ccc(-c2nc(CC(=O)N(C)Cc3ccc(C)o3)cs2)cc1
-6	CCC(OC(=O)c1cccc(NC(C)=O)c1)C(=O)Nc1ccc(F)cc1 (centres undefined)
-7	O=C(O)CN1C(=O)C2C3C=CC(CC3)C2C1=O (centres undefined)
-5	Cc1cccn2c(=O)c3cc(C(=O)N4CCOCC4)sc3nc12
-4	CC(=O)CCCCn1cnc2c1c(=O)n(C)c(=O)n2C
-16	CC(=O)N[C@@H]1C[C@H](CCc2ccccc2)O[C@H](c2c(F)cccc2F)C1
0	CCOC(=O)C1(Cc2ccc(OC)cc2)CCN(S(=O)(=O)c2ccc(CC)s2)CC1
-8	Cc1nn(C)c(Cl)c1C1CCCN1c1ncccc1C#N (centres undefined)
13	Cc1ccoc1C(=O)NCc1csc(Br)c1
-4	CC(Cc1ccco1)NS(=O)(=O)c1ncn(C)c1Cl (centres undefined)
3	CC(C)(C)c1nnnn1CC(=O)N(CC#N)c1ccccc1

(cont.)
mcGAS MS inh	Molecule
-5	Cc1ccc2nc(CN(C)c3cc(C4CCNCC4)nc(C)n3)[nH]c2c1
-5	OC1CCCc2c(OCCCOc3ccc(F)cc3)cccc21 (centres undefined)
-2	COC(=O)c1ccc(COn2c(=O)c(C)[n+]([O-])c3ccccc32)cc1
-15	COc1ccc(C(=O)NC2CC(=O)N(Cc3cccc(F)c3)C2)cc1O (centres undefined)
-1	O=C(c1cc2c(=O)n3ccccc3nc2s1)N1CCC2(CC1)OCCO2
-2	Cc1ccc(-c2nc(C)c(C(C)NC(=O)N3CCC3)s2)cc1 (centres undefined)
-17	CCCc1nnc(NC(=O)NCC(c2ccco2)N2CCCC2)s1 (centres undefined)
-8	CC(C)c1nccc(CN2CCOC(CCc3ccccc3)C2)n1 (centres undefined)
-2	Cc1c(N)cccc1-n1cccc1
-21	CN1CCCN(c2ncccc2CNC(=O)C(O)c2ccc(F)cc2)CC1 (centres undefined)
-11	CCOC(=O)Cc1n[nH]c(CNc2ccc(C)cc2)n1
-6	CC[N+](CC)(CC)CCC(O)(c1ccccc1)C1CCCCC1 (centres undefined)
-4	N#Cc1ccsc1NC(=O)CCN1CCOC(c2ccc(Cl)cc2)C1 (centres undefined)
0	CCOC(=O)c1c(C)noc1N
3	O=C(NCCSCc1cccs1)c1cc(Br)ccc1Cl
-1	O=C(C1=CCCCC1)N1CCCC(Nc2ccc(F)cc2)C1 (centres undefined)
-6	COc1ccc(CCn2c(N)c(C(=O)NCC3CCCO3)c3nc4ccccc4nc32)cc1 (centres undefined)
-31	CCOC(=O)c1nc(C)oc1NC(=O)c1ccoc1
-6	CCOC(=O)C1=C(C)NC(=S)NC1c1cc(OC)c(OC)c(OC)c1 (centres undefined)
5	Cc1ccc(C)c(C=C(C#N)c2nnc3n2CCCCC3)c1

Already shown: entries from further up.
mcGAS MS inh	Molecule
-6	COc1ccc(CCn2c(N)c(C(=O)NCC3CCCO3)c3nc4ccccc4nc32)cc1 (centres undefined)
-31	CCOC(=O)c1nc(C)oc1NC(=O)c1ccoc1
-6	CCOC(=O)C1=C(C)NC(=S)NC1c1cc(OC)c(OC)c(OC)c1 (centres undefined)
5	Cc1ccc(C)c(C=C(C#N)c2nnc3n2CCCCC3)c1

The list goes on:
mcGAS MS inh	Molecule
-14	Cc1cc(C)c2nc(C3CC3)cc(C(=O)N(C)Cc3cnccn3)c2c1
-8	COc1cc(OC)cc(C(=O)Nn2cnc3c(cnn3C(C)(C)C)c2=O)c1
-21	CCCc1[nH]nc2c1C1(CCN(C)CC1C)C(C#N)C(=N)O2 (centres undefined)
-6	O=C(CSc1nnc(-c2ccco2)o1)N1CCCC1
0	O=[N+]([O-])c1ccccc1/C=C/CN1CCC(O)CC1
0	CC1(C)Cc2cccc(OS(=O)(=O)c3ccc(N4CCCC4=O)cc3)c2O1
-8	CN(C)C1CCCC(NS(C)(=O)=O)C1 (centres undefined)
-5	O=C(Nc1nc(CC(=O)N2CCCCCCC2)cs1)C1CC1
-14	CC1CN(C(=O)CCNC(=O)N(C)Cc2ccccc2)CC(C)(C)O1 (centres undefined)
-5	Cc1ccc(C(=O)N2CCCC(C(=O)NC3C4CCc5ccccc5C43)C2)cc1 (centres undefined)
-3	O=C(Nc1ccnn1C1CCCC1)c1ccc2c(=O)n3c(nc2c1)CCC3
-2	CCCn1cnc2c(nnn2CC)c1=O
5	Cc1ccc(C(O)=C2C(=O)C(=O)N(CCCN(C)C)C2c2ccc(C)o2)cc1 (centres undefined)
6	COc1ccc(C(=O)C2CCCN(Cc3cccc4cccnc34)C2)c(OC)c1 (centres undefined)
-5	Cc1nnc(COC(=O)CCNC(=O)NC23CC4CC(CC(C4)C2)C3)o1
-6	Cc1cc(=O)n2nc(CN3CCc4sccc4C3c3ccccc3)sc2n1 (centres undefined)
-8	CC(Nc1ccc(N2CCCC2=O)cc1)C(=O)N1CCCCCC1 (centres undefined)
-28	O=c1c(Oc2ccccc2)coc2cc(O)ccc12
-8	CC(C)(C(=O)N1CCC1(C)C(=O)NS(=O)(=O)c1ccccc1)c1ccccc1 (centres undefined)
-5&8	CCNC(=O)[C@@H]1C[C@@H](N)CN1C(=O)c1ccc(-c2ccccc2)[nH]1

Copied from the list:
O=c1c(Oc2ccccc2)coc2cc(O)ccc12 in mcGAS MS inh shows -28
Cc1ccc(C(O)=C2C(=O)C(=O)N(CCCN(C)C)C2c2ccc(C)o2)cc1 (centres undefined) in mcGAS MS inh shows 5
CCCn1cnc2c(nnn2CC)c1=O in mcGAS MS inh shows -2
COc1cc(OC)cc(C(=O)Nn2cnc3c(cnn3C(C)(C)C)c2=O)c1 in mcGAS MS inh shows -8
O=[N+]([O-])c1ccccc1/C=C/CN1CCC(O)CC1 in mcGAS MS inh shows 0
Cc1cc(C)c2nc(C3CC3)cc(C(=O)N(C)Cc3cnccn3)c2c1 in mcGAS MS inh shows -14

Other results follow.
mcGAS MS inh	Molecule
-11	CN(C(=O)NC1CCCC1)C(c1ccccc1)c1ccccn1 (centres undefined)
-3	Cc1ccc(NC(=O)C(C)N2CCN(CCc3ccccc3)CC2)cc1F (centres undefined)
2	Cc1ccccc1C(=O)NCC(=O)OC1CCCCC1=O (centres undefined)
-6	NC(=O)COc1ccc(C(=O)Nc2ccc(N3CCOCC3)cc2)cc1
-16	O=C(NCCc1nc2ccccc2c(=O)[nH]1)[C@@H]1C[C@H]1c1ccccc1
-2	CCc1onc(C)c1C1CCCN1C(=O)c1c(Cl)cnn1CC (centres undefined)
-4	Cc1ccc(S(=O)(=O)N2CCN(C(=O)CCc3ccco3)CC2)cc1
-7	Nc1n[nH]c(CC(=O)N2CCCC2)n1
-12	Cc1sc2ncnc(N/N=C\c3c[nH]c4ccccc34)c2c1C
0	C=CCN(CC=C)C(=O)CN1CCN(S(=O)(=O)CC)CC1
-1	COCC(C)NC(=O)CSc1nnc(-c2ccccc2Cl)n1C (centres undefined)
-8	Cc1ccccc1S(=O)(=O)NC(=O)C1(C)CCN1C(=O)c1ccccc1CCc1ccccc1 (centres undefined)
21	CNC(=O)c1ccc(CN2CCCC(Nc3ccc(F)cc3)C2)o1 (centres undefined)
-16	CCN(Cc1noc(C)n1)C(=O)c1cc(C)nc2cc(F)ccc12
-1	CC(CC12CC3CC(CC(C3)C1)C2)=NNC(N)=O
-7	CSc1nc(N)c(S(=O)(=O)C2CCCCC2)s1
-24	COc1ccc(S(=O)(=O)Nc2ccc(-c3cn4ccc(C)nc4n3)cc2)cc1OC
-8	O=c1c2c3nc4ccccc4nc3n(C3CCCC3)c2ncn1Cc1ccccc1
-5	Cc1ccccc1N1CCn2c1nc1c2c(=O)n(CC(C)C)c(=O)n1C
-4	CCCC(CCC)=NNc1ncnc2sc(C)c(C)c12

(listing goes on)
mcGAS MS inh	Molecule
-12	Cc1cccc(-c2c(-c3ccccc3)ncn2CCCN2CCNC(=O)C2)c1
-5	COCc1nc(C)cc(N(CCC#N)CC2CCC2)n1
-4	COCCn1c(=NC(=O)c2ccc3ncsc3c2)sc2cc(S(C)(=O)=O)ccc21
-5	Cc1ccccc1N1CCN(C(=O)CCc2nnc(CCCc3ccccc3)o2)CC1
6	CS(=O)(=O)N1CCC(C(=O)N(Cc2ccccn2)c2nc3ccc(F)cc3s2)CC1
-28	COc1c(NC(=O)C(=O)Nc2cc(C)cc(C)c2)c(C)nn1C
-1	CC(OCc1ccccc1)C(=O)Nc1ccc(-n2nccn2)nc1 (centres undefined)
-3	CCN1CCCC1CNC(=O)CCC1CCN(C(=O)c2ccc(C)nc2)CC1 (centres undefined)
2	CS(=O)(=O)NCC1CCCN(C(=O)Cc2csc(Cc3ccccc3)n2)C1 (centres undefined)
-12	COc1ccc(CNC(=O)c2cn(-c3cc(N4CCCCC4)ncn3)cn2)cc1
3&6	CSc1nc2cc(Oc3cccc(Cl)c3Cl)c(Cl)cc2[nH]1
-19	CC(NC(=O)c1ccncc1F)(C(N)=O)c1ccccc1 (centres undefined)
-10	CC(c1ccccc1-n1cccn1)n1cc2ncccc2c1O (centres undefined)
-8	CC1=C(Br)c2c(C)c(Br)cc(Br)c2S1(=O)=O
-25	O=c1ccccn1CCCCn1ccccc1=O
-4	Cc1ccc(C2(O)C[n+]3ccccc3N2C(C)C)cc1 (centres undefined)
-17	CC(C)NC(=O)NCC1CCCN(Cc2ccccc2F)C1 (centres undefined)
-5	O=C1CC(NC2CCSCC2)CN1CCc1ccccc1 (centres undefined)
-4	COc1cc(C=C2N=C(c3cccc(Cl)c3)OC2=O)ccc1OCC(=O)N1CCOCC1
-5	CC(C)C1OCCC1CNC(=O)c1ccc2[nH]ccc2c1 (centres undefined)

A draw from above in order of formula weight, high to low:
mcGAS MS inh	Molecule
6	CS(=O)(=O)N1CCC(C(=O)N(Cc2ccccn2)c2nc3ccc(F)cc3s2)CC1
-12	Cc1cccc(-c2c(-c3ccccc3)ncn2CCCN2CCNC(=O)C2)c1
-5	COCc1nc(C)cc(N(CCC#N)CC2CCC2)n1

Following part
mcGAS MS inh	Molecule
9	CCc1nccn1CCCNC1CCC2(CCNCC2)CC1
-5	Cc1cc(C(=O)N(Cc2cccnc2)c2nc3c(F)cccc3s2)nn1C
-12	CN(Cc1ccco1)C(=O)c1cc(CN2CCCC(O)C2)on1 (centres undefined)
4	CCCOc1ccccc1-c1nc(SCCC(=O)O)n[nH]1
-21	c1ccc(-c2ncn(CCN3CCCCC3)c2-c2cnn3cccnc23)cc1
-1	CN1C(=O)c2ccccc2N(CC(=O)N[C@H]2CCOC2=O)C(=O)[C@@H]1Cc1ccccc1
18	CC(NS(=O)(=O)c1cccc(Cl)c1)C(=O)Nc1ccc2c(c1)OC(F)(F)O2 (centres undefined)
0	COc1ccccc1OCC1CN(C(=O)CCCNC(=O)OCc2ccccc2)CCO1 (centres undefined)
-13	CCn1nc(C)c(NC(=O)CN(C)Cc2nnc(-c3ccccc3)o2)c1C
-13	c1ccc(-n2nnnc2-c2cccc3[nH]ccc23)cc1
-13	CC(C)c1ccc(CC(=O)N2CCC2(C)C(=O)NS(=O)(=O)c2ccccc2Cl)cc1 (centres undefined)
3	CCOc1ccccc1OCCN[C@H](C)Cc1ccc(OC)c(S(N)(=O)=O)c1
-12	Cn1nnc2c(N3CCN(c4cccc(C(F)(F)F)c4)CC3)ncnc21

An excerpt. The share of hits here may be higher or lower than overall.
